From PubChem BioAssay
VHR inh abs: inhibitors of human VHR1 phosphatase (DUSP3). P51452. recombinant VHR phosphatase, pNPP absorbance. inhibition, % at 13.3 µM. 290,000 compounds, 0.52% hits; in the data active = inhibition above about 50%; note: some compounds called inactive have numbers as strong as hits
Target sequence (P51452 whole entry, looked up): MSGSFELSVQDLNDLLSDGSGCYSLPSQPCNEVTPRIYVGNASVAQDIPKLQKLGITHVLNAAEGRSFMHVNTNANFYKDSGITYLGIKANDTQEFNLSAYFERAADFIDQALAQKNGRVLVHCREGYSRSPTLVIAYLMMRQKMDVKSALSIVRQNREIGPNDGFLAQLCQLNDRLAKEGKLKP
CCHFV vOTU inh: blocks the CCHF virus ovarian tumor domain protease | inhibition, % at 11.5 µM | CCHFV vOTU protease, Pep-AMC fluorescence | 370,000 compounds, 0.55% hits; note: 0% = vehicle wells with enzyme and 100% = no enzyme wells
GDH-TPI counter: GDH-TPI coupled enzyme inhibition counter-screen; inhibition, % at 4.8 µM; 360,000 compounds, 1.2% hits; GDH-TPI coupled enzyme counterscreen, NADH absorbance;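 note: 0% = DMSO wells and 100% = wells lacking the enzyme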
Rv3671c inh: Rv3671c (M. tuberculosis) protease inhibition | P9WHR9 | inhibition, % at 5.96 µM | 320,000 compounds, 0.048% hits | AID 2606; in the data active = inhibition above about 38%;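 note: extracellular domain of Rv3671c used as enzyme; 0% = enzyme with DMSO and 100% = no enzyme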
Target sequence (P9WHR9 whole entry, looked up, the tested form may be a part): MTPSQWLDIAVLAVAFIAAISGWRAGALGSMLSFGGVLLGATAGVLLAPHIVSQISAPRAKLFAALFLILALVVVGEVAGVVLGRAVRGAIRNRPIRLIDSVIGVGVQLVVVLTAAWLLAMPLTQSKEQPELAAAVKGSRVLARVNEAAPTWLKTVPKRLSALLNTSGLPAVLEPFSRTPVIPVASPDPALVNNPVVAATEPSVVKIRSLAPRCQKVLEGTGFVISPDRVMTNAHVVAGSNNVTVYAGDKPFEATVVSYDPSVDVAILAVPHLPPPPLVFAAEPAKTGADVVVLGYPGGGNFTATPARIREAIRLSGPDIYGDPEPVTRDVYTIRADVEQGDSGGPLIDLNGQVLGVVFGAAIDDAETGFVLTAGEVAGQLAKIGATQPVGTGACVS
BioA inh: inhibitors of Mycobacterium tuberculosis BioA enzyme | 360,000 compounds, 0.096% hits | purified M. tuberculosis BioA enzyme, plate reader | inhibition, % at 9.99 µM; in the data active = inhibition above about 40%; inconclusive = no clear call, values can overlap the other calls
FadD28 binding: M. tuberculosis FadD28 bisubstrate binding inhibition; inhibition, % at 12.5 µM; FadD28 bisubstrate probe binding, fluorescence polarization; 360,000 compounds, 0.22% hits; AID 588549; in the data active = inhibition above about 8.5%, passing the limit was not always enough; inconclusive = no clear call, values can overlap the other calls
Mtb UGM inh: Mtb UDP-galactopyranose mutase inhibition; AID 504406; 320,000 compounds, 0.06% hits; P9WIQ1; purified UGM, fluorescence polarization probe displacement; inhibition, % at 10 µM; in the data active = inhibition above about 10%, passing the limit was not always enough; inconclusive = no clear call, values can overlap the other calls
BoNT F protease: blocks Botulinum neurotoxin F light chain protease. Multiplex microsphere protease cleavage assay, flow cytometry. inhibition, % at 10 µM. 360,000 compounds, 0.22% hits. AID 588497; in the data active = inhibition above about 35%, passing the limit was not always enough; inconclusive = no clear call, values can overlap the other calls; note: plate controls were buffer without enzyme for full effect and enzyme alone for no effect
Mtb FBA inh: Mtb fructose-bisphosphate aldolase inhibition. P9WQA3. purified M. tuberculosis FBA, fluorescence read-out. inhibition, % at 1 µM. 360,000 compounds, 2.3% hits. AID 588726; in the data active = inhibition above about 27%;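 note: 0% = vehicle and 100% = reference inhibitor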
Target sequence (P9WQA3 whole entry, looked up): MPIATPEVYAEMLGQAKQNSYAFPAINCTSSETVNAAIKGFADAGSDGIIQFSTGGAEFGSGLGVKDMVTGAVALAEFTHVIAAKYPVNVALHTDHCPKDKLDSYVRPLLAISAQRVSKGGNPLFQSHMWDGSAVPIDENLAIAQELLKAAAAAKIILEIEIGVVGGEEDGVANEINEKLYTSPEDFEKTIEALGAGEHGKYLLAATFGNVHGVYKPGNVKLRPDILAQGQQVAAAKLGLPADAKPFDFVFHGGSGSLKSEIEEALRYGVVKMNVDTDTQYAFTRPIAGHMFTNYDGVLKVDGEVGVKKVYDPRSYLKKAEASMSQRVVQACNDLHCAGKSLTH
MazEF act: increases E. coli MazEF RNase cleavage of RNA; P0AE70; activation, % at 20 µM; AID 504720; 350,000 compounds, 0.32% hits; FAM/BHQ RNA-DNA oligo cleavage fluorescence, 5 h; in the data active = activation above about 50%
Active calls of the source: *; ? = inconclusive; / = no result given. Cut-off read from the data, not from the text of the source, unless noted: active = inhibition above about 30%; inactive = the rest.

#	Structure	FadD28 binding	BioA inh	Mtb FBA inh	Rv3671c inh	MazEF act
1	O=C1CC(C(=O)N(c2ccccc2)C(C(=O)NC2CCCC2)c2ccncc2)CS1 (stereo not drawn)	-1.8	0.9	4	0	2
2	Cn1c(COc2ccc(F)cc2)nc2ccccc21	-0.9	6.4	-1	6	12
3	Nc1nc(Br)c2c(F)cccc2c1-c1ccccc1	-3.5	-0.1	8	7	32
4	CN(NS(=O)(=O)c1ccc(Cl)cc1)c1cnn(C)c(=O)c1Cl	-1.5	-0.4	2	8	0
5	CCN(CC)CCN(Cc1cc2cc(C)ccc2[nH]c1=O)C(=S)Nc1ccccc1	-4.0	-2.1	2	-6	4
6	O=C(NCc1cccnc1)C(=O)NCC1OCCCN1S(=O)(=O)c1cc(F)ccc1F (stereo not drawn)	-3.0	-0.2	1	/	6
7	COC(=O)c1ccccc1NC(=O)Nc1ccc2c(c1)OCO2	-0.3	0.3	-2	11	-3
8	COc1cc(C)c(C(N)=O)c(OC)n1	-2.3	/	0	4	-1

#	VHR inh abs	BoNT F protease	Mtb UGM inh	CCHFV vOTU inh	GDH-TPI counter
1	-14	0	-1.5	-11	3
2	-16	7	-3.5	0	11
3	23	-5	-2.9	-8	-2
4	27	4	3.1	-1	10
5	36	3	4.7	10	0
6	/	2	/	0	-3
7	-10	2	-4.9	-7	5
8	8	-5	0.0	-1	-5

(next part)
#	Structure	FadD28 binding	BioA inh	Mtb FBA inh	Rv3671c inh	MazEF act
9	CC1(C(=O)NC2CCCC2)CCC(=O)N1CCOc1ccccc1 (stereo not drawn)	-1.8	-2.7	1	/	/
10	C[C@H](CO)N1C[C@H](C)[C@@H](CN(C)S(=O)(=O)c2cccs2)Oc2ccc(NS(=O)(=O)c3ccccc3)cc2C1=O	-0.5	-1.3	2	3	-4
11	CCc1ccc(N(CC(=O)NCc2cccnc2)S(=O)(=O)c2ccccc2)cc1	2.0	-3.0	1	1	-5
12	O=C1C(C=NCc2ccccn2)=C(O)c2ccccc21	-0.1	0.0	2	-8	7
13	COc1ccc(S(=O)(=O)NNC(N)=S)cc1	-2.5	/	-4	4	-5
14	CCCCn1c(N)c(N(CCOC)C(=O)c2cc(S(=O)(=O)N3CCOCC3)ccc2Cl)c(=O)[nH]c1=O	-0.5	0.5	-1	/	6
15	COc1ccc(NC(=O)NC(C(F)(F)F)C(F)(F)F)cc1	-2.3	-1.1	5	-4	-11
16	CCc1c(-c2ccccc2)nc(N)c(C#N)c1-c1cccs1	-0.7	-1.1	7	1	6

#	VHR inh abs	BoNT F protease	Mtb UGM inh	CCHFV vOTU inh	GDH-TPI counter
9	/	-12	/	25	/
10	/	-5	-1.6	-11	4
11	35	?	-2.3	7	-8
12	30	-12	0.2	10	27
13	11	-11	-1.8	7	-1
14	/	-6	/	-14	3
15	8	23	-1.1	10	13
16	19	5	1.5	-2	10

Next part.
#	Structure	FadD28 binding	BioA inh	Mtb FBA inh	Rv3671c inh	MazEF act
17	Cc1nnsc1S(=O)(=O)Cc1ccccc1C(F)(F)F	-2.4	-0.8	-1	-5	-8
18	CCCCn1ccnc1C(=O)c1cccc(S(=O)(=O)N2CC(C)CC(C)C2)c1 (stereo not drawn)	0.4	0.4	-3	-9	-10
19	Cc1ccc(OC(=O)c2ccc(Cl)c([N+](=O)[O-])c2)cn1	/	0.8	1	-3	-10
20	O=C(CN1CCc2cc3c(cc2C1)OCCCO3)Nc1ccc(S(=O)(=O)N2CCCC2)cc1	-2.3	-0.9	-4	-13	4
21	O=C(COc1ccccc1)Nc1nc(-c2cccs2)cs1	-6.6	-2.3	-1	-92	3
22	COc1ccc2oc(C(=O)OCC(=O)Nc3cccc(S(=O)(=O)N4CCOCC4)c3)c(C)c2c1	-1.4	-2.0	26	-48	-7
23	CCOC(=O)c1c[nH]c2ccc([N+](=O)[O-])cc12	-5.2	-0.5	-4	/	6
24	Cc1nc(-c2ccc(S(=O)(=O)Nc3ccc(Br)cc3Cl)s2)cs1	0.3	7.1	2	-2	-31

#	VHR inh abs	BoNT F protease	Mtb UGM inh	CCHFV vOTU inh	GDH-TPI counter
17	19	-1	0.9	6	-2
18	12	-4	/	2	4
19	2	-6	2.8	1	9
20	6	2	0.5	16	1
21	17	-5	0.5	9	-9
22	/	6	-1.8	1	3
23	/	-9	/	12	11
24	8	5	-3.7	6	10

Some of these compounds in order of length of the SMILES, smallest number first.
#	Structure	FadD28 binding	BioA inh	Mtb FBA inh	Rv3671c inh	MazEF act
13	COc1ccc(S(=O)(=O)NNC(N)=S)cc1	-2.5	/	-4	4	-5
21	O=C(COc1ccccc1)Nc1nc(-c2cccs2)cs1	-6.6	-2.3	-1	-92	3
17	Cc1nnsc1S(=O)(=O)Cc1ccccc1C(F)(F)F	-2.4	-0.8	-1	-5	-8
16	CCc1c(-c2ccccc2)nc(N)c(C#N)c1-c1cccs1	-0.7	-1.1	7	1	6
15	COc1ccc(NC(=O)NC(C(F)(F)F)C(F)(F)F)cc1	-2.3	-1.1	5	-4	-11
19	Cc1ccc(OC(=O)c2ccc(Cl)c([N+](=O)[O-])c2)cn1	/	0.8	1	-3	-10
11	CCc1ccc(N(CC(=O)NCc2cccnc2)S(=O)(=O)c2ccccc2)cc1	2.0	-3.0	1	1	-5
18	CCCCn1ccnc1C(=O)c1cccc(S(=O)(=O)N2CC(C)CC(C)C2)c1 (stereo not drawn)	0.4	0.4	-3	-9	-10
20	O=C(CN1CCc2cc3c(cc2C1)OCCCO3)Nc1ccc(S(=O)(=O)N2CCCC2)cc1	-2.3	-0.9	-4	-13	4
22	COc1ccc2oc(C(=O)OCC(=O)Nc3cccc(S(=O)(=O)N4CCOCC4)c3)c(C)c2c1	-1.4	-2.0	26	-48	-7

#	VHR inh abs	BoNT F protease	Mtb UGM inh	CCHFV vOTU inh	GDH-TPI counter
13	11	-11	-1.8	7	-1
21	17	-5	0.5	9	-9
17	19	-1	0.9	6	-2
16	19	5	1.5	-2	10
15	8	23	-1.1	10	13
19	2	-6	2.8	1	9
11	35	?	-2.3	7	-8
18	12	-4	/	2	4
20	6	2	0.5	16	1
22	/	6	-1.8	1	3

#	Structure	FadD28 binding	BioA inh	Mtb FBA inh	Rv3671c inh	MazEF act
14	CCCCn1c(N)c(N(CCOC)C(=O)c2cc(S(=O)(=O)N3CCOCC3)ccc2Cl)c(=O)[nH]c1=O	-0.5	0.5	-1	/	6
10	C[C@H](CO)N1C[C@H](C)[C@@H](CN(C)S(=O)(=O)c2cccs2)Oc2ccc(NS(=O)(=O)c3ccccc3)cc2C1=O	-0.5	-1.3	2	3	-4

#	VHR inh abs	BoNT F protease	Mtb UGM inh	CCHFV vOTU inh	GDH-TPI counter
14	/	-6	/	-14	3
10	/	-5	-1.6	-11	4

(listing goes on)
#	Structure	FadD28 binding	BioA inh	Mtb FBA inh	Rv3671c inh	MazEF act
25	Cc1nn2cnc3sc4c(c3c2nc1=O)CCCC4	-0.6	-1.4	0	3	6
26	Cc1csc(NC(=O)C2CCCN2C(=O)Oc2ccccc2)n1 (stereo not drawn)	-1.4	-0.8	-1	-15	4
27	Cc1ccc(C2SCC(C(=O)O)N2C(=O)c2ccc(F)cc2)cc1 (stereo not drawn)	-2.5	/	1	1	6
28	O=C(c1ccco1)N1CCN(Cc2nc(Cc3ccccc3)no2)CC1	-0.2	/	3	7	4
29	O=C(Nc1nnc(SCCC2OCCO2)s1)C1CC(=O)N(c2ccccc2)C1 (stereo not drawn)	0.9	-1.2	3	-8	-2
30	CCOc1ccc2c(c1)c(C(C)=O)c(C)n2Cc1ccco1	-1.1	-2.4	-1	-8	3
31	COc1ccccc1/C=C/C=N/NC(=O)c1ccco1	-7.0	0.9	3	6	2
32	Cc1ccc(C(=O)N/N=C/c2sc(=O)n(Cc3cccc(C(=O)O)c3)c2Cl)cc1	-3.7	0.6	1	12	-2

#	VHR inh abs	BoNT F protease	Mtb UGM inh	CCHFV vOTU inh	GDH-TPI counter
25	18	0	1.7	-4	6
26	14	1	0.1	-1	10
27	4	0	-0.5	-21	4
28	16	-7	0.0	-10	-3
29	34	-7	-0.4	-4	1
30	0	-8	1.8	-7	6
31	34	-13	-1.3	7	37*
32	16	-1	1.4	7	20

Going on with the list.
#	Structure	FadD28 binding	BioA inh	Mtb FBA inh	Rv3671c inh	MazEF act
33	CCOc1cc(/C=C2\SC(=S)N(NS(=O)(=O)c3ccc(C)cc3)C2=O)ccc1O	-0.1	2.9	-9	-50	-127
34	CCSC1=NCCN1C(=O)c1c(-c2ccccc2Cl)noc1C	0.1	/	-1	2	-6
35	CCOc1ccc(NC(C)=O)cc1	-2.6	0.5	-3	-4	4
36	CC1CCN(c2nc(/C=C/c3ccccc3)nc3ccccc23)CC1	0.9	/	2	-22	-17
37	CCN(C[C@H]1N[C@@](C)(C(=O)OC)[C@H]2C(=O)N(C)C(=O)[C@@H]12)S(=O)(=O)c1ccc(-c2ccccc2)cc1	-0.5	0.6	4	10	-16
38	OC(COc1ccc2ccccc2c1)Cn1cncn1 (stereo not drawn)	-4.2	-0.1	-17	4	-5
39	Cc1ccccc1C(=O)Nc1c2c(nc3ccccc13)CCCC2	-4.2	4.0	-2	9	1
40	COCc1cccc(-c2csc(C(O)c3ccc(OC)cc3)n2)c1 (stereo not drawn)	-2.7	-0.5	-2	/	/

#	VHR inh abs	BoNT F protease	Mtb UGM inh	CCHFV vOTU inh	GDH-TPI counter
33	/	-14	-7.9	14	13
34	13	8	-0.6	4	5
35	6	-7	-2.7	3	0
36	-9	4	/	5	8
37	/	4	-3.3	-8	10
38	-9	?	1.0	-1	-11
39	32	6	3.1	0	-12
40	/	-3	/	15	4

Additional entries follow.
#	Structure	FadD28 binding	BioA inh	Mtb FBA inh	Rv3671c inh	MazEF act
41	COc1cc(NC(=O)c2nccnc2C(=O)O)cc(OC)c1	-3.3	-1.1	-1	-2	0
42	NC(=S)NNC(=O)/C(=C/c1ccc(Br)cc1)NC(=O)c1ccccc1	-0.1	-3.4	3	7	-6
43	O=C(CCN1C(=O)c2ccccc2C1=O)NCc1ccc(F)cc1	-0.7	-2.0	2	2	9
44	O=C(CSc1n[nH]c(=O)[nH]c1=O)c1ccc(Cl)cc1Cl	0.5	/	-1	6	3

#	VHR inh abs	BoNT F protease	Mtb UGM inh	CCHFV vOTU inh	GDH-TPI counter
41	11	-7	0.7	-8	-5
42	22	2	-3.2	-1	9
43	23	1	2.3	6	1
44	-10	4	?	0	1
